# Screening data deposited in PubChem BioAssay by Broad Institute.
# esBAF inh: Bmi1 luciferase reporter increase in mESCs, primary screen, esBAF inhibitor project, mouse ES cells, Bmi1 luciferase knock-in, single point; 24 h; 100% = twice the neutral-well signal; 350,000 compounds, 2% hits; reporter increase, % at 12.5 µM; in the data active means activation above about 40%; inconclusive means no clear call, values can overlap the other calls;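 further: 0% = median of the plate's neutral control wells and 100% = double that signal; a rise in the Bmi1 reporter signal indicates esBAF inhibition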
# RAD54 inh: inhibitors of human RAD54 branch migration, primary screen, biochemical, fluorescence, single point | RAD54 Holliday junction branch migration, FAM/BHQ fluorescence | inhibition, % at 10.4 µM | AID 602329, 2012 | 360,000 compounds, 0.14% hits;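 active means mean normalized replicate activity at least 40 and at least half of replicates scoring 40 or more; inconclusive means only one of the two criteria met; inactive means mean below 40 and under half of replicates reaching 40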;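 further: 0% = median of neutral control wells and 100% = median of positive control wells; inhibitors cause a drop in the FAM fluorescence signal; in these data hits start at about 50%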
# S100A4 inh HTS: inhibitors of S100A4-myosin IIA peptide binding, primary screen, biochemical, fluorescence polarization, TAMRA-MyoIIA peptide; Protein S100-A4 (Homo sapiens), P26447; inhibition, % at 10.7 µM; 360,000 compounds, 0.14% hits;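 active means mean inhibition of at least 70% across replicates, with every replicate also reaching that level; inconclusive means mean inhibition reaches 70% but some replicates fall short; inactive means mean inhibition below 70%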
# Target sequence (P26447 whole entry, looked up): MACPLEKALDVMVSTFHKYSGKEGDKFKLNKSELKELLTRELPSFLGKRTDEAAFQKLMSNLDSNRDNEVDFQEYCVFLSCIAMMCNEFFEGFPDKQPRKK
#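 Material: S100A4 monomer protein | Medium: HEPES pH 7.2 with CaCl2, KCl, NaCl, DTT, Triton | Reagent: Labelled myosin peptide probe, 5 nM | Doses: One dose per compound | Times: 5 min incubation before reading | Benchmarks: Neutral control DMSO, positive control TFP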
# E-sel inducer: E-selectin induction in HUVECs, primary screen, imaging, HUVEC, immunofluorescence imaging, single point. activation, % at 7.58 µM. 260,000 compounds, 0.37% hits. normalized: neutral wells 0, TNF-alpha wells 100. P16581;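 active means mean E-selectin-positive cell signal at least 10% of the positive control, reached in at least 60% of replicates, without over 20% cell loss; inconclusive means no rule given, readout overlaps actives, possibly toxicity-flagged; inactive means the rest, including those meeting only one limit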;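 further: in these data hits start at about 27%; measured in HUVEC primary endothelial cells; signal is the percent of cells scored E-selectin positive by PE staining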
# Target sequence (P16581 whole entry, looked up): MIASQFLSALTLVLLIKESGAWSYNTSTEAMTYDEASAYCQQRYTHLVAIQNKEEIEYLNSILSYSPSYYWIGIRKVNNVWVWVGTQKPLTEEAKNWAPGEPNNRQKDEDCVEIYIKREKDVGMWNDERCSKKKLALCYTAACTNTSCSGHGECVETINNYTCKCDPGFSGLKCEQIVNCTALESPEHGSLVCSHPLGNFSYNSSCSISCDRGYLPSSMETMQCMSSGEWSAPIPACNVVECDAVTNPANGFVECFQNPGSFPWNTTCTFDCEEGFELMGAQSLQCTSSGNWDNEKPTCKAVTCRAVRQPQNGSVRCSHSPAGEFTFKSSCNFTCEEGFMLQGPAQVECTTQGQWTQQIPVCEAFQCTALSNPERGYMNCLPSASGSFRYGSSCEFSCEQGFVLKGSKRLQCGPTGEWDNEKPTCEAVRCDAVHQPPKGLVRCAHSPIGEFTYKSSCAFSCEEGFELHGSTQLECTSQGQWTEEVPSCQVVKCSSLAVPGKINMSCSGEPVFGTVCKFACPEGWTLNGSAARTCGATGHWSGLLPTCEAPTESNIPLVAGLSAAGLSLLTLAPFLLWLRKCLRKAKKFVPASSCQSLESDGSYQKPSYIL
#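 material = human umbilical vein endothelial cells (HUVEC), E-selectin induction | quantity = 3,000 cells/well | medium = EGM-2 growth medium on 0.1% gelatin-coated wells | technique = immunofluorescence imaging | read-out basis = % PE-positive cells | control set = TNF-alpha positive control, DMSO neutral control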
# Xi reactivation: activators of inactive X chromosome reactivation, primary screen, imaging, XiGFP fibroblasts, GFP high-content imaging, set 2. activation, % at 7.58 µM. XiGFP mouse fibroblasts, % GFP-positive cells imaging, 3 d; cells co-treated with 5-aza-dC sensitizer; scaled so ellipticine positive control = 100%. 360,000 compounds, 0.055% hits;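 active means mean normalized replicate activation at least 10% and every replicate at or above 10%; inconclusive means only one of the two criteria met; inactive means mean below 10% and not all replicates reach 10%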;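 further: 0% = median of on-plate neutral control wells and 100% = ellipticine 6 µM median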
#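 System: SV40-immortalized XiGFP fibroblast cells, line 68-5-11 / Incubation: 3-day compound exposure, then 15 min fixation at room temperature / Compound: single concentration per compound, delivered by pin transfer / Buffer or medium: DMEM plus 5-aza-dC sensitizer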
# FN deposition inh: inhibitors of fibronectin matrix deposition, primary screen, AH1F cells, Alexa488-fibronectin fluorescence, plate reader; AH1F fibroblasts, overnight; inhibition, % at 12.6 µM; 350,000 compounds, 0.086% hits;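 active means mean inhibition across replicates of 30% or more, regardless of how many single replicates reach that level; inconclusive means mean under 30% yet at least half of replicates reach 30%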;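 further: positive control wells lacked labelled fibronectin entirely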
#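 Assay system: AH1F fibroblast monolayer, labelled fibronectin deposition. Amount: 10000 cells per well. Also added: labelled fibronectin 24 nM. Compound: single-point pinned compound. Incubation: cell attachment 1 h, compound and FN exposure overnight. Detection: fluorescence after three HBSS washes, excitation 485 nm, emission 525 nm. Read-out: inhibition of fibronectin deposition signal.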
# EWS-Fli block: EWS/Fli-driven NR0B1 reporter inhibitors, primary screen, A673 cells, NR0B1 luciferase, luminescence, MLPCN library; viability-normalised; inhibition, % at 12.6 µM; 350,000 compounds, 0.67% hits;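 active means mean inhibition of at least 50% after viability correction, with every replicate also passing that limit; inconclusive means mean reaches 50% but only one of two replicates passes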;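 further: firefly luciferase signal divided by Alamar Blue viability fluorescence both relative to DMSO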
# RAD52 inh: RAD52 DNA annealing inhibitors, primary screen, biochemical, FRET, single point, set 2. DNA repair protein RAD52 homolog (Homo sapiens), P43351. recombinant RAD52 DNA annealing, FRET fluorescence. inhibition, % at 18.7 µM. 360,000 compounds, 0.46% hits. AID 651710, 2012;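 active means every replicate showing at least 50% inhibition; inconclusive means mean inhibition at least 50% but not in every replicate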
# Starred values were filed as active, the others as inactive; u = inconclusive; x = no result given. Rows were taken by chance. Share with any hit: about 3%.
No.	mol	esBAF inh	RAD54 inh	S100A4 inh HTS	E-sel inducer
1	COc1ccc(CCNC(=O)COC(=O)Cc2cccc(F)c2)cc1	x	-4.8	-2.8	x
2	COc1ccc(NC(=O)Nc2ccc3c(c2)CC(=O)N([C@@H](C)CO)C[C@@H](C)[C@@H](CN(C)CC2CC2)O3)cc1	1.4	2.3	12.3	9.2
3	C[C@@H]1CN([C@H](C)CO)S(=O)(=O)c2ccc(-c3ccccc3)cc2O[C@H]1CN(C)C(=O)Nc1ccccc1F	x	0.7	-3.0	0.0
4	COC(=O)c1cccc(NC(=S)N2CCN(C)CC2)c1	-15.8	-4.3	-1.6	x
5	COc1ccc(C(=O)NNC(=O)CSc2nnc(-c3cccnc3)o2)cc1	x	x	-1.3	0.6
6	CC(=O)Nc1c(C(N)=O)oc2ccc(Cl)cc12	x	x	-2.9	x
7	O=S(=O)(c1ccccc1)N1CCCCN2[C@H](C1)[C@H](c1ccc(C#Cc3cccnc3)cc1)[C@@H]2CO	-4.4	5.7	-3.3	-0.2
8	C[C@H]1CN([C@@H](C)CO)S(=O)(=O)c2ccc(C3=CCCC3)cc2O[C@H]1CN(C)S(=O)(=O)c1ccc(F)cc1	4.4	-8.1	-3.1	0.0
9	CCC(=O)N[C@H]1CC[C@H](CCn2cc(-c3cccc(OC)c3)nn2)O[C@H]1CO	6.1	0.4	-3.2	0.2
10	COc1cc([N+](=O)[O-])ccc1NC(=O)COC(=O)CCOc1ccc(C)cc1	-4.4	3.5	5.4	-0.1
11	O=C(c1cccnc1)N1CC[C@@H]2[C@H]1c1cc(-c3ccc(F)cc3)ccc1N[C@@H]2CO	3.0	-7.5	-15.9	-0.7
12	COc1ccc(NC(=O)N(C)C[C@@H]2OCCCC[C@H](C)Oc3ccc(NC(=O)NC4CCCCC4)cc3C(=O)N([C@@H](C)CO)C[C@@H]2C)cc1	1.9	5.1	-4.7	x

No.	Xi reactivation	FN deposition inh	EWS-Fli block	RAD52 inh
1	0.4	-5.2	6.3	-12.2
2	0.9	x	4.8	10.5
3	2.5	7.6	-2.7	-40.9
4	0.0	7.7	-13.8	-10.4
5	0.2	4.8	-0.6	-17.7
6	0.1	13.6	8.2	2.9
7	0.2	x	1.7	1.6
8	0.3	x	-3.2	6.7
9	0.6	x	-19.8	-6.0
10	-1.1	10.7	2.7	-8.6
11	-0.1	9.8	0.4	-88.9
12	-0.1	13.8	5.2	-4.8

# Some of the entries so far, tab-delimited:
entry	Compound	esBAF inh	RAD54 inh	S100A4 inh HTS	E-sel inducer	Xi reactivation	FN deposition inh	EWS-Fli block	RAD52 inh
1	COc1ccc(CCNC(=O)COC(=O)Cc2cccc(F)c2)cc1	x	-4.8	-2.8	x	0.4	-5.2	6.3	-12.2
2	COc1ccc(NC(=O)Nc2ccc3c(c2)CC(=O)N([C@@H](C)CO)C[C@@H](C)[C@@H](CN(C)CC2CC2)O3)cc1	1.4	2.3	12.3	9.2	0.9	x	4.8	10.5
3	C[C@@H]1CN([C@H](C)CO)S(=O)(=O)c2ccc(-c3ccccc3)cc2O[C@H]1CN(C)C(=O)Nc1ccccc1F	x	0.7	-3.0	0.0	2.5	7.6	-2.7	-40.9
4	COC(=O)c1cccc(NC(=S)N2CCN(C)CC2)c1	-15.8	-4.3	-1.6	x	0.0	7.7	-13.8	-10.4
5	COc1ccc(C(=O)NNC(=O)CSc2nnc(-c3cccnc3)o2)cc1	x	x	-1.3	0.6	0.2	4.8	-0.6	-17.7
6	CC(=O)Nc1c(C(N)=O)oc2ccc(Cl)cc12	x	x	-2.9	x	0.1	13.6	8.2	2.9
7	O=S(=O)(c1ccccc1)N1CCCCN2[C@H](C1)[C@H](c1ccc(C#Cc3cccnc3)cc1)[C@@H]2CO	-4.4	5.7	-3.3	-0.2	0.2	x	1.7	1.6
8	C[C@H]1CN([C@@H](C)CO)S(=O)(=O)c2ccc(C3=CCCC3)cc2O[C@H]1CN(C)S(=O)(=O)c1ccc(F)cc1	4.4	-8.1	-3.1	0.0	0.3	x	-3.2	6.7

# More structures.
No.	mol	esBAF inh	RAD54 inh	S100A4 inh HTS	E-sel inducer
13	COC(=O)C[C@@H]1C[C@H]2c3cc(N)ccc3O[C@H]2[C@@H](CO)O1	-6.8	-1.9	-11.7	x
14	CC(=O)N1CCN(c2ccccc2NC(=O)Cc2ccc(Cl)cc2)CC1	1.9	-4.8	2.3	u
15	O=C(CN1CCN(Cc2ccccc2)CC1)Nc1ccc(-n2cnnn2)cc1	-7.7	-4.2	1.3	-0.1
16	c1ccc2c(C(c3nnnn3-c3ccc4c(c3)OCCO4)N3CCOCC3)ccnc2c1 (stereo not given)	x	x	-3.0	0.5
17	COc1cc(OC)c(NS(=O)(=O)c2c(C)[nH]c(=O)[nH]c2=O)cc1Cl	-8.0	-0.5	-7.1	-0.1
18	O=C(c1cccc(Br)c1)N1CCN(C2=NS(=O)(=O)c3ccccc32)CC1	2.6	6.6	2.2	-0.1
19	O=C(Nc1ccccc1)N1CC(=O)N2[C@H](CO)[C@@H](c3ccc(C#CC4CCCC4)cc3)[C@H]2C1	x	x	8.2	0.7
20	Cc1ccc(O)c(C2=NNC(c3ccc(Cl)cc3)C2)c1 (stereo not given)	x	-7.4	0.5	0.0
21	COc1ccc(CN(C)C[C@@H]2Oc3ccc(NC(=O)Nc4cccc5ccccc45)cc3C(=O)N([C@@H](C)CO)C[C@H]2C)cc1	-5.1	40.0	32.4	0.0
22	CC(=O)c1ccc(NC(=O)/C(=C\c2ccccc2)NC(=O)c2ccco2)cc1	x	2.7	2.3	x
23	Cc1ccccc1S(=O)(=O)N[C@@H]1CC[C@H](CCn2cc(Cc3ccccc3)nn2)O[C@H]1CO	10.5	1.2	7.0	-0.4
24	CCCCCCSc1ccc([C@H]2N[C@@](CC(C)C)(C(=O)OC)[C@H]3C(=O)N(C)C(=O)[C@@H]23)cc1OC	9.5	-8.2	-6.7	0.2

No.	Xi reactivation	FN deposition inh	EWS-Fli block	RAD52 inh
13	0.1	10.4	2.1	-51.1
14	0.3	1.8	2.5	-3.3
15	x	6.0	7.6	-0.3
16	0.1	0.6	-5.7	-13.3
17	0.0	0.6	12.0	-7.8
18	0.0	0.0	6.8	-8.8
19	0.0	1.4	7.4	-16.0
20	-0.1	10.9	-57.8	-41.3
21	-0.6	x	-2.1	-4.4
22	0.0	12.7	13.0	-26.5
23	-0.1	-4.2	6.9	-11.6
24	0.0	-4.3	-4.4	-16.5

# The results go on:
No.	mol	esBAF inh	RAD54 inh	S100A4 inh HTS	E-sel inducer
25	Cc1cc(Cl)c(OCCCN2CCCCC2)c(Br)c1	x	x	0.2	-1.2
26	O=C(Nc1ccc(OC(F)(F)F)cc1)c1ccc2c(c1)no[n+]2[O-]	x	x	-2.3	-4.5
27	COc1ccc(/C=C(/NC(=O)c2cccc([N+](=O)[O-])c2)C(=O)O)cc1	x	x	-10.6	-1.0
28	CN1CCN(C(=O)c2cccn(Cc3ccc(C(F)(F)F)cc3)c2=O)CC1	x	x	-3.2	0.3

No.	Xi reactivation	FN deposition inh	EWS-Fli block	RAD52 inh
25	0.1	5.7	1.1	2.4
26	0.3	-13.2	22.0	-30.6
27	0.0	1.2	-1.2	-23.6
28	0.2	4.7	6.2	-2.7
